Assay outcomes: PubChem, National Center for Advancing Translational Sciences (NCATS)
GLP1R ag – qHTS of GLP-1 Receptor Agonists; Glucagon-like peptide 1 receptor (Homo sapiens), P43220; HEK293 GLP-1R CRE-luciferase, luminescence, 4-6 h; cells express a hypersensitive GLP-1R form; Potency, µM (titrated, usually from 45.6 µM), for inactives: at the highest dose activation, hits mostly activators; 380,000 tested, 0.007% active; AID 624172, 2012; also: potency is read from the fitted curve at half-maximal effect; % of control where 0% means no effect
Target sequence (P43220 whole entry, looked up): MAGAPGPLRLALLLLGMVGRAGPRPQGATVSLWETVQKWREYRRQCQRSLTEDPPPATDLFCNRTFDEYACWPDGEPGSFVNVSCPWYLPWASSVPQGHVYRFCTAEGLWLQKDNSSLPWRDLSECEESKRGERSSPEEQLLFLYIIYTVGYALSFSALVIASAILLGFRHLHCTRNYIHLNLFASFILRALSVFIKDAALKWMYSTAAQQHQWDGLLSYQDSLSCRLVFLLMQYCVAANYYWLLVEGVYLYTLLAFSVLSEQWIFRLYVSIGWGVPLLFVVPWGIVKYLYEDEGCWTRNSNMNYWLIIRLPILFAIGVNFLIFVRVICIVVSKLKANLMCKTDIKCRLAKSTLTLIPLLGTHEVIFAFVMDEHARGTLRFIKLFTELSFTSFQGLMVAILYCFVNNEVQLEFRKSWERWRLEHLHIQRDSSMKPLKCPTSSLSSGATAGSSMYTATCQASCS
TDP43 rescue – qHTS of TDP-43 Inhibitors. TDP-43 expressing yeast growth rescue, BacTiter-Glo, 24 h. Potency, µM (highest dose often 46.1 µM), for the others: at the top dose growth rescue (activation), hits mostly activators. 410,000 tested, 1.8% active; also: potency is read from the fitted curve at half-maximal effect; % of control where 0% means no effect; nearly all actives have a fitted effect of over 50% in size
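Yeast cells expressing TDP-43 under galactose induction are exposed to compounds for 24 hr at 30 deg C. BacTiter-Glo luminescence measures growth, so protective compounds score as activators.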
GLP1R inv ag – qHTS of GLP-1 Receptor Inverse Agonists (Inhibition Mode); Glucagon-like peptide 1 receptor (Homo sapiens), P43220; HEK293 GLP-1R CRE-luciferase, luminescence, 24 h; GLP-1R form is constitutively active; Potency, µM (titrated, usually from 38.3 µM), for the others: at the top dose activity change, negative = inhibition, hits mostly inhibitors; 410,000 tested, 1.6% active; AID 624417, 2012; also: potency is read from the fitted curve at half-maximal effect; % is scaled to controls: 0 for no effect and ±100 for the full control effect; nearly all actives have a fitted effect of over 55% in size
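Cells are plated, allowed 12 hours at 37 deg C, then treated with compounds for 24 hr before luciferase detection reagent is added and luminescence is read after 12 min at room temperature. The HEK293 line carries constitutively active GLP-1R with a cAMP-responsive reporter.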
pAkt inh – HTS Assay for Inhibitors of Akt Phophorylation: Primary Screen; Neuro2A IGF-stimulated pAkt S473 HTRF, 20 min; active compounds read low; activity change, % for hits at 50 µM; 360,000 tested, 0.32% active; AID 651550, 2012; in the data active = activity change below about -80%; inconclusive = mostly about -51% to -80%; also: % is scaled to controls: 0 for no effect and ±100 for the full control effect
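Single-point screen (50 µM final compound) in Neuro2A cells stimulated 20 min with 6 nM IGF at 37 deg C. After lysis, Ser473-phosphorylated Akt read by HTRF (ex 330 nm, em 615/665 nm) as the 665/615 ratio.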
PTHR1 ag – qHTS for PTHR1 Agonists: Primary Screen | 410,000 tested, 0.075% active | Potency, µM (titrated, usually from 115 µM), without a hit: at the highest dose activation, actives largely listed as activators | Parathyroid hormone/parathyroid hormone-related peptide receptor (Homo sapiens), Q03431 | HEK293 GP2 PTHR1 cells, GloSensor cAMP luminescence, 1 h; also: potency is read from the fitted curve at half-maximal effect; nearly all actives have a fitted effect of over 55% in size; some results filed as inactive show a strong effect at the top dose; inactives centre near -15; many of its hits are not listed in these tables
Target sequence (Q03431 whole entry, looked up): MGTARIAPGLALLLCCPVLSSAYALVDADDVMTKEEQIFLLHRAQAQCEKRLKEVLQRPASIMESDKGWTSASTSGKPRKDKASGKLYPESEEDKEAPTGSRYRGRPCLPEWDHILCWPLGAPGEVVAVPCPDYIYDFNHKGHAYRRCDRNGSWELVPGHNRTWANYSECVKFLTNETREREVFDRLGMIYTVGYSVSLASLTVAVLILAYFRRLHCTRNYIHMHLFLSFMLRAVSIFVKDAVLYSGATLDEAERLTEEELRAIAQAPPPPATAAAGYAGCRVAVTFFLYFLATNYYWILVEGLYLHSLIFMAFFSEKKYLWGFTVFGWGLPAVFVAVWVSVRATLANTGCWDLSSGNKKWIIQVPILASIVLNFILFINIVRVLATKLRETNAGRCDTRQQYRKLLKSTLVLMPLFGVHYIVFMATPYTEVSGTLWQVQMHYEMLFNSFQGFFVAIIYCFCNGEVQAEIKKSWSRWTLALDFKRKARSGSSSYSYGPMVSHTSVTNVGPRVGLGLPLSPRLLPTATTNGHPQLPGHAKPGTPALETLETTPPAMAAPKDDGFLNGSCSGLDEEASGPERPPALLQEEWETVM
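HEK-293-derived GP2 cells expressing PTHR1 and a GloSensor cAMP reporter, 3,000/well, plated overnight, given luciferin plus IBMX (each 0.5 mM as added) for 1 h at 37 °C, then compound for 1 h at 37 °C. Luminescence was read after 15 min at room temperature.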
aSyn yeast inh – qHTS of alpha-syn Inhibitors; Yeast expressing alpha-synuclein, growth rescue, BacTiter-Glo, 24 h; Potency, µM (titrated, usually from 46.1 µM), without a hit: top-dose growth rescue (activation), usual class: activators; 370,000 tested, 0.14% active; AID 652106, 2013; also: potency is read from the fitted curve at half-maximal effect; % of control where 0% means no effect; nearly all actives have a fitted effect of over 65% in size
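Galactose-induced alpha-syn yeast (OD600=0.02, raffinose-pregrown) + pinned cpd, 24 hr, 30 deg C; growth by BacTiter-Glo luminescence. Growth restoration scores as activation.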
FUS yeast rescue – qHTS for Suppressors of FUS Proteinopathy: Primary screen using FUS-linked yeast assay | 390,000 tested, 0.24% active | S. cerevisiae FUS-expressing, growth rescue, OD600, 24 h | Potency, µM (titrated, usually from 76.6 µM), without a hit: at the top dose growth rescue (activation), actives largely listed as activators;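 also: potency is read from the fitted curve at half-maximal effect; plate controls were DMSO vehicle for no effect and reference control for full effect; nearly all actives have a fitted effect of over 55% in size; some results filed as inactive show a strong effect at the top dose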
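Cultures pregrown in 2.5% raffinose medium are shifted to minimal medium containing 2% galactose to express toxic FUS. Compounds are tested at several concentrations. After 24hr at 30C, growth is quantified at 600 nm absorbance.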
Abeta rescue – qHTS for compounds that reverse cellular toxicity of Amyloid beta (A-beta) peptide in yeast: Primary Screen | 410,000 tested, 0.063% active | Potency, µM (highest dose often 46.1 µM), without a hit: top-dose growth rescue, actives largely listed as activators | yeast expressing A-beta42, growth rescue, OD600, 48 h; response scale: 0% DMSO, 100% iron-clioquinol control; also: potency is read from the fitted curve at half-maximal effect; nearly all actives have a fitted effect of over 55% in size
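Yeast A-beta toxicity model in growth medium with pinned compounds, 48 h at 30 C; growth read as absorbance at 600 nm. Normalized to FeCl3/clioquinol equimolar mix (positive) and DMSO (negative).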
D3 antag – qHTS of D3 Dopamine Receptor Antagonist: qHTS | max response, negative = inhibition, % | 360,000 tested, 2.5% active | D3R cells, DiscoveRx beta-arrestin luminescence, antagonist mode; active compounds read low | AID 652054, 2013; in the data active = max response below about -50%; inconclusive = no clear call, values can overlap the other calls; also: % is scaled to controls: 0 for no effect and ±100 for the full control effect; mostly tested at two doses, the higher about 12 µM
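Cells expressing the human receptor were seeded at 1500 cells/well, incubated overnight at 37 degrees C in 5% CO2, then exposed to library compounds with dopamine controls for 90 minutes at 37 degrees C before luminescent detection.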
The depositor's hits bear a star; i = inactive; ? = inconclusive; nt = not tested or not shown; & = joins results of further samples; [ ] = remark or other dose. Unless noted, calls follow the shape of the dose curve; as a rule, active = well fitted curve in the direction sought with a large enough effect; inconclusive = small, poorly fitted or top-dose-only effect, or another doubt; inactive = no such curve, though single readings can be large; an effect the other way counts as inactive or inconclusive. The list is partial; rates above refer to the full screens.

SMILES	GLP1R ag	TDP43 rescue	GLP1R inv ag	pAkt inh	PTHR1 ag	aSyn yeast inh	FUS yeast rescue	Abeta rescue	D3 antag
COCOCCn1cc(CN2CCS(=O)(=O)N(Cc3ccc(-c4cccc(CO)c4)cc3)C(CC(C)C)C2=O)nn1 (stereo unspecified)	-4%	27%	12%	i	i	1%	15%	1%	1
CCN(CC)CCCN(Cc1cc2cc3c(cc2[nH]c1=O)OCCO3)C(=O)Nc1ccccc1	15%	-5%	-20%	i	i	-10%	19%	-3%	-19
CCN(CC)CCn1c(N)cc(=O)[nH]c1=O	-3%	2%	-4%	i	7%	0%	0%	3%	2
COc1ccc(C(CNC(=O)c2cc3ccccc3o2)N2CCCCC2)cc1 (stereo unspecified)	2%	16%	?	i	-23%	3%	13%	0%	-74*
C=CSc1sc(Cl)c(N(CC)CC)c1[N+](=O)[O-]	4%	3%[9.22 µM]	10%[7.66 µM]	i	i	0%	31%	3%	-13
O=C(CN1C(=O)NC(Cc2c[nH]c3ccccc23)C1=O)Nc1cccc(S(=O)(=O)N2CCOCC2)c1 (stereo unspecified)	2%	9%	2%	i	-30%[inhibitor]	15%	-11%	4%	8
Cc1cccc(NC(=O)c2cc(-c3ccco3)nc3ccccc23)n1	-5%	8%	-12%	i	-16%	4%	nt	5%	85
COc1ccc(C(=O)Nc2ccc(S(=O)(=O)Nc3cnc4ccccc4n3)cc2)cc1	-9%	-10%	16%	i	-9%	1%	8%	-2%	14
Cc1ccccc1OCC(=O)Nc1ccc2c(c1)n(C)c(=O)n2C	8%	nt	34%[activator]	i	-26%	2%	8%	-6%	-8
CC(=O)N(C)c1ccc(NC(=O)Cc2cccc3ccccc23)cc1	6%	15%	13%	i	-17%	3%	-1%	11%	5
CC1CCCN(C(=O)CSc2nnc(-c3cccnc3)n2C2CCCCC2)C1 (stereo unspecified)	8%	-13%	0%	i	i	-8%	23%	-8%	12
CS(=O)(=O)c1ccccc1C(=O)Nc1cccc2ncccc12	3%	-22%	14%	i	-2%	-3%	48%	11%	5
CCOC(=O)c1ccc(-n2c(CCC(=O)O)ccc2-c2ccccc2)cc1	-4%	35µM*	6%&-16%	i	-27%	24%	?	-35%&-3%[inhibitor]	-4
O=C(COc1ccccc1)OCC(=O)N1CCCc2ccccc21	-10%	21%	13%	i	-23%	5%	-10%	38%	6
CCn1c(SCc2cccc(F)c2)nnc1-c1ccncc1	-3%	?	-1%	i	i	3%	-4%	11%	10
Cc1[nH]n(C)c(=O)c1[N+](=O)[O-]	1%	-3%	6%	i	28%	6%	-18%	-5%	3
O=c1n(Cc2ccc(F)cc2)nc2n1-c1cc(Cl)ccc1OC2	1%	0%	15%	nt	-23%	nt	20%	1%	nt
O=C(NC(c1ccccc1)c1c(O)ccc2ccccc12)c1ccccc1Cl (stereo unspecified)	-18%	-17%	-24%	i	i	-3%	31%	-5%	23
O=C(c1cc(=O)[nH]c2ccccc12)N1CCc2ccccc2C1	4%	-19%	9%[0.307 µM]	i	-2%	-1%	14%	-4%	11
O=S(=O)(Nc1cccc(-c2ccc(N3CCCCCC3)nn2)c1)c1ccccc1	nt	-2%	?	nt	-27%	nt	42%	-12%	nt
COc1ccc(CN2CN(c3ccc(Cl)cc3)C(=O)N(n3cnnc3)C2)cc1	-13%	-14%	0%	i	0%	2%	-7%	1%	-9
COc1ccc(F)cc1S(=O)(=O)NCCc1c(C)[nH]c2c(Cl)cccc12	nt	11%	?	nt	i	nt	4%	10%	nt
COc1ccc(CCNC(=O)COC(=O)C2CC2C)cc1OC (stereo unspecified)	-8%	0%	6%	i	i	0%	-13%	6%	7
CCN(C(=O)CN1C(=O)NC2(CCc3ccccc32)C1=O)C1CCS(=O)(=O)C1 (stereo unspecified)	1%	-11%	12%	i	i	-2%	7%	-16%	4
CS(=O)(=O)Nc1ccc(C2=NN(C(=O)c3ccco3)C(c3ccco3)C2)cc1 (stereo unspecified)	14%	15%	22%	i	i	7%	12%	-8%	4

Other entries follow.
SMILES	GLP1R ag	TDP43 rescue	GLP1R inv ag	pAkt inh	PTHR1 ag	aSyn yeast inh	FUS yeast rescue	Abeta rescue	D3 antag
CC(C)C[C@H]1CN(CCCC[C@H]2CNC(=O)C(=O)N2Cc2ccccc2)C(=O)C(=O)N1CCC1CCCCC1	7%	5%	22%	i	4%	-8%	6%	-6%	-5
COC(=O)C1CCN(C(=O)CC(NC(=O)C(F)(F)F)c2cccs2)CC1 (stereo unspecified)	10%	24%	6%	i	i	3%	-36%	6%	-3
O=C(OCC(=O)N1CCCC1=O)c1cc(S(=O)(=O)N2CCOCC2)ccc1F	1%	18%	-1%	i	i	2%	-1%	5%	7
CSCC[C@H](NC(=O)OC(C)(C)C)c1nnc(SCc2cccc(F)c2)o1	0%	14%	?	i	-22%	8%	?	2%	4
FC(F)(F)c1cc(Sc2ccccc2)nc(-c2ccccn2)n1	?	?	0%	i	i	0%	24%	2%	31
COc1ccc(CCNC(=O)c2c(C)noc2C)cc1	-6%	-2%	0%	i	-19%[57.5 µM]	-1%	-4%	21%	-100*
O=C(CSc1nnc(NC2CCCCC2)s1)NCc1ccco1	3%	0%	5%	i	-51%	4%	6%	1%	2
CCOC(=O)C1=C(COC(=O)[C@H](C)NS(=O)(=O)c2ccc(NC(C)=O)cc2)NC(=O)NC1C (stereo partly specified)	9%	5%	3%	i	i	1%	11%	-2%	9
CCC(CC)C(=O)NCCNC(=O)C(CC)CC	-1%	-1%	4%	i	i	-1%	2%	-2%	2
COCCN(C(=O)c1cc(Cl)nc2ccccc12)c1c(N)n(Cc2ccccc2)c(=O)[nH]c1=O	3%	19%	24%	i	i	4%	-6%	4%	15
COc1cccc(CNC(=O)COC(=O)CN2C(=O)NC3(CCCCC3C)C2=O)c1 (stereo unspecified)	1%	16%	2%	i	-6%	3%	-1%	-9%	14
CC(C)CC(OC(=O)c1nsc(Cl)c1Cl)C(=O)NC1CCCC1 (stereo unspecified)	9%	-7%	-2%	i	-4%	-2%	4%	11%	-24
Cc1cc(=O)oc(C)c1C(=O)OCC(=O)c1ccc(Cl)cc1	0%	20%	0%	i	-33%[inhibitor]	-14%	-13%	13%	-8
COc1ccc(NC(=O)CN2C(=O)C(=O)N(C3CCCC3)C2=O)c(OC)c1	5%	19%	6%	i	20%	?	-1%	7%	-18
CO/C=C/C#CC1(O)CCN(C)CC1	-9%	6%	3%	i	i	0%	-7%	2%	3
CCN(CC)C(=S)SCC(=O)Nc1nc(-c2ccccc2)c(-c2ccccc2)o1	2%	-8%	?	i	-7%	14%	23%	-10%	-10
Cc1nc2ccc(Br)cn2c1C(=O)N/N=C\c1ccccc1[N+](=O)[O-]	9%	23%	10%	i	-38%[inhibitor]	-1%	14%	9%	8
O=C(O)c1cc(-n2nnnc2SCc2ccc([N+](=O)[O-])cc2)ccc1Cl	-1%	6%	2%	i	i	6%	12%	-12%	-54*
CCCCNC(=O)COC(=O)c1ccc(C)c(NC(=O)c2ccco2)c1	0%	-12%	4%	i	25%	-2%	47%	-18%	-10
CC(c1ccccc1C(=O)O)c1cc(F)cc2ccccc12 (stereo unspecified)	0%	?	?	i	-12%	-55%[inhibitor]	0%	-38%[inhibitor]	?
Cc1cccc(CNC(=O)Cn2ccc3cc(S(=O)(=O)N4CCCCCC4)ccc32)c1	6%	7%&6%	?	i	-6%	10%	4%&-12%	0%	4

Given in CSV form: entries from further up
SMILES,GLP1R ag,TDP43 rescue,GLP1R inv ag,pAkt inh,PTHR1 ag,aSyn yeast inh,FUS yeast rescue,Abeta rescue,D3 antag
CC(C)C[C@H]1CN(CCCC[C@H]2CNC(=O)C(=O)N2Cc2ccccc2)C(=O)C(=O)N1CCC1CCCCC1,7%,5%,22%,i,4%,-8%,6%,-6%,-5
COC(=O)C1CCN(C(=O)CC(NC(=O)C(F)(F)F)c2cccs2)CC1 (stereo unspecified),10%,24%,6%,i,i,3%,-36%,6%,-3
O=C(OCC(=O)N1CCCC1=O)c1cc(S(=O)(=O)N2CCOCC2)ccc1F,1%,18%,-1%,i,i,2%,-1%,5%,7
CSCC[C@H](NC(=O)OC(C)(C)C)c1nnc(SCc2cccc(F)c2)o1,0%,14%,?,i,-22%,8%,?,2%,4
FC(F)(F)c1cc(Sc2ccccc2)nc(-c2ccccn2)n1,?,?,0%,i,i,0%,24%,2%,31
COc1ccc(CCNC(=O)c2c(C)noc2C)cc1,-6%,-2%,0%,i,-19%[57.5 µM],-1%,-4%,21%,-100*
O=C(CSc1nnc(NC2CCCCC2)s1)NCc1ccco1,3%,0%,5%,i,-51%,4%,6%,1%,2
CCOC(=O)C1=C(COC(=O)[C@H](C)NS(=O)(=O)c2ccc(NC(C)=O)cc2)NC(=O)NC1C (stereo partly specified),9%,5%,3%,i,i,1%,11%,-2%,9
CCC(CC)C(=O)NCCNC(=O)C(CC)CC,-1%,-1%,4%,i,i,-1%,2%,-2%,2

Profiles, looked up by structure. Screens in order: GLP1R ag | TDP43 rescue | GLP1R inv ag | pAkt inh | PTHR1 ag | aSyn yeast inh | FUS yeast rescue | Abeta rescue | D3 antag
`Cc1cccc(CNC(=O)Cn2ccc3cc(S(=O)(=O)N4CCCCCC4)ccc32)c1` as listed: 6% | 7%&6% | ? | i | -6% | 10% | 4%&-12% | 0% | 4
`O=C(CSc1nnc(NC2CCCCC2)s1)NCc1ccco1` as listed: 3% | 0% | 5% | i | -51% | 4% | 6% | 1% | 2
